# Source: PubChem
# MEKK2mut PB1 HTS = MEK5 binding signal on mutant MEKK2 PB1, primary screen, biochemical, multiplex bead flow cytometry, Alexa488-MEK5; Alexa488-MEK5 binding to MEKK2 mutant; percent response, % at 10 µM; 290,000 compounds, 0.35% hits; AID 1530, 2009; in the data active = percent response above about 24%, passing the limit was not always enough; also: inactives centre near 1; some results filed as inactive read as strong as hits; reference of the scale not given here
# NALP1 inh = NALP1 inflammasome inhibitors in reconstituted yeast, colorimetric, S. cerevisiae, triplicate retest. inhibition, % at 10 µM. S. cerevisiae NALP1/ASC/caspase-1 growth, X-gal OD620, 72 h. 280,000 compounds, 0.61% hits; in the data active = inhibition mostly above about 24%, no sharp cut-off; inactive = mostly below about 32%; also: some compounds called inactive have numbers as strong as hits
# MEKK3 PB1 HTS = modulators of MEKK3-MEK5 PB1 binding, primary screen, biochemical, wildtype MEKK3, multiplex bead flow cytometry, Alexa488-MEK5; bead-based flow cytometry, Alexa488-MEK5 binding to MEKK3; actives lie on both sides; 0 = blocked by unlabeled MEK5, 100 = vehicle; binding response (% of control), % at 10 µM; Mitogen-activated protein kinase kinase kinase 3 (Homo sapiens), Q99759; 290,000 compounds, 1.4% hits;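 active = binding response more than 3 SD above or below the average of its plate-row segment, actives on both sides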;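 also: Alexa488 bead fluorescence after subtracting the streptavidin-only scavenger bead signal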
# Target sequence (Q99759 whole entry, looked up): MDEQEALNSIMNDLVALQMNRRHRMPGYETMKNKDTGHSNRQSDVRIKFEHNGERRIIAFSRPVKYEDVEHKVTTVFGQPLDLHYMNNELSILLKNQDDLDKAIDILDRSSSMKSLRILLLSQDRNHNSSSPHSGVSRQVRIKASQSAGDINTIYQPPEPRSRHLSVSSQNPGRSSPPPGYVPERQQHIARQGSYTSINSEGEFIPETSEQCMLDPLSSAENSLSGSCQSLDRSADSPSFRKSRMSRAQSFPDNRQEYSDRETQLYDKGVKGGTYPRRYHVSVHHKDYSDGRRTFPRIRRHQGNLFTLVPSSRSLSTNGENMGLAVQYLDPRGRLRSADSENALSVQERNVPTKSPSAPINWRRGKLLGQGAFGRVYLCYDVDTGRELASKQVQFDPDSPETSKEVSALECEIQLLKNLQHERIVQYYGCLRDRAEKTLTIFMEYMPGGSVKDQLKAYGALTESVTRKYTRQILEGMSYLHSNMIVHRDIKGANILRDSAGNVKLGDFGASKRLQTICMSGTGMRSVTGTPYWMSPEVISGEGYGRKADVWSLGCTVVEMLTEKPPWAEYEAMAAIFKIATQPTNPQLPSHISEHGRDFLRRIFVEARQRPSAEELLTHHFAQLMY
# PfM18AAP inh = PfM18AAP inhibitors, malaria aminopeptidase, primary screen, biochemical, QFRET, recombinant enzyme; H-Glu-NHMec fluorogenic cleavage; inhibition, % at 7.35 µM; 290,000 compounds, 1.2% hits; AID 1822, 2009;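 active = inhibition above the campaign mean inhibition over all tested compounds plus 3 SD, cut at about 28% in these data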;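 also: 0% = plate median of test compound wells and 100% = 2 mM ZnCl2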
# MEKK2 WT-MEK5 = modulators of MEK5 binding to wildtype MEKK2, primary screen, biochemical, multiplex bead flow cytometry, Alexa488-MEK5; 290,000 compounds, 1.1% hits; binding response (% of control), % at 10 µM; Mitogen-activated protein kinase kinase kinase 2 (Homo sapiens), Q9Y2U5; Alexa488-MEK5 binding to MEKK2 WT; actives lie on both sides; in the data active = binding response below about 67% or above about 130%
# IDE inh = human IDE inhibitors in live cells, primary screen, fluorescence polarization, HEK cells, FAbetaB substrate | 320,000 compounds, 0.41% hits | inhibition, % at 5.59 µM | Insulin-degrading enzyme (Homo sapiens), P14735 | FAbetaB cleavage;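 active = percent inhibition above the average of all tested compounds plus 3 SD, set per screening campaign, cut at about 16% in these data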;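 also: IDE supplied by intact live HEK cells; FP after avidin binding of uncleaved biotin substrate so inhibition keeps polarization high; 0% = DMSO wells and 100% = 60 µM reference IDE inhibitor Ii1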
# IDE cell activ = human IDE activators in live cells, primary screen, fluorescence polarization, HEK cells, FAbeta-B substrate. FAbeta-B cleavage; 0% vehicle, 100% cell-free pure enzyme wells. activation, % at 5.96 µM. 340,000 compounds, 0.073% hits. AID 493087, 2011;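 active = activation above the mean of all tested compounds plus 3 SD, set per screening campaign, cut at about 17% in these data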
# SUMO HTRF inh = inhibitors of in vitro SUMOylation cascade, primary screen, biochemical, HTRF, uHTS; HTRF SUMOylation assay, SAE1/SAE2 + UBC9; inhibition, % at 35 µM; 290,000 compounds, 0.36% hits; in the data active = inhibition above about 50%, passing the limit was not always enough; also: strong numbers were not always called active
# Target sequence (P63279 whole entry, looked up): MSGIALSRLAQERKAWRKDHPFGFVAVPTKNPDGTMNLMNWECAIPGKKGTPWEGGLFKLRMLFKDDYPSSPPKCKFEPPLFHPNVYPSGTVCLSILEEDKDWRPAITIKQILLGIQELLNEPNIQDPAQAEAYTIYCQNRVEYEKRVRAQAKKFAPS
# p-CIP stab down = p/CIP-EGFP fusion destabilizers, primary screen, fluorescence, F442A cells; 16 h; decrease of EGFP signal, % at 10 µM; 290,000 compounds, 0.01% hits;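 active = EGFP signal decrease of at least 30% at 10 µM or well 3 SD below plate mean, unless failing retest; inactive = the rest, including hits failing retest or dose response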; also: some compounds called inactive have numbers as strong as hits; many of its hits are not listed in these tables
# * = called active by the depositor; / = not tested or not shown. Some of the compounds tested; the hit share may differ from the screen's.
No.	MEKK2mut PB1 HTS	NALP1 inh	MEKK3 PB1 HTS	PfM18AAP inh	MEKK2 WT-MEK5	IDE inh	IDE cell activ	SUMO HTRF inh	p-CIP stab down	Molecule
1	-4	-19	100	11	99	4	7	12	0	NC(=O)c1c(NC(=O)c2cnccn2)sc2c1CCCC2
2	-2	27	96	-10	98	-5	3	-2	-11	CC(=O)c1cccc(S(=O)(=O)Nc2cccc(S(=O)(=O)NC3=NCCC3)c2)c1
3	2	34	98	-3	96	0	1	17	-14	CCOCCCNCC(=O)N1CCN(S(=O)(=O)c2ccc(C)cc2)CC1
4	7	15	101	-8	100	2	0	-7	6	CCOc1ccccc1OCC(=O)O
5	0	5	97	6	98	7	8	1	-3	CC1Cc2cc(S(=O)(=O)N3CCC(C(=O)N(C)Cc4ccco4)CC3)ccc2N1C(=O)C1CCC1 (stereo not given)
6	-2	15	95	-1	91	-5	1	-4	-9	CCCN(CCC)C(=O)C[n+]1cccc(/C=N/O)c1
7	24	3	106	2	134	/	4	-18	1	CCn1cc(CNCc2cn(C)nc2-c2ccc(C3CCCCC3)cc2)cn1
8	-5	-3	104	21	102	12	-3	11	-4	Clc1ccc(-c2cn3nc4c(nc3n2)CCCC4)cc1

# Some of the entries above, set out differently.
cpd | structure | MEKK2mut PB1 HTS | NALP1 inh | MEKK3 PB1 HTS | PfM18AAP inh | MEKK2 WT-MEK5 | IDE inh | IDE cell activ | SUMO HTRF inh | p-CIP stab down
7 | CCn1cc(CNCc2cn(C)nc2-c2ccc(C3CCCCC3)cc2)cn1 | 24 | 3 | 106 | 2 | 134 | / | 4 | -18 | 1
5 | CC1Cc2cc(S(=O)(=O)N3CCC(C(=O)N(C)Cc4ccco4)CC3)ccc2N1C(=O)C1CCC1 (stereo not given) | 0 | 5 | 97 | 6 | 98 | 7 | 8 | 1 | -3
4 | CCOc1ccccc1OCC(=O)O | 7 | 15 | 101 | -8 | 100 | 2 | 0 | -7 | 6
1 | NC(=O)c1c(NC(=O)c2cnccn2)sc2c1CCCC2 | -4 | -19 | 100 | 11 | 99 | 4 | 7 | 12 | 0

# Among those listed so far, three have four or more nitrogen atoms:
No.	MEKK2mut PB1 HTS	NALP1 inh	MEKK3 PB1 HTS	PfM18AAP inh	MEKK2 WT-MEK5	IDE inh	IDE cell activ	SUMO HTRF inh	p-CIP stab down	Molecule
1	-4	-19	100	11	99	4	7	12	0	NC(=O)c1c(NC(=O)c2cnccn2)sc2c1CCCC2
7	24	3	106	2	134	/	4	-18	1	CCn1cc(CNCc2cn(C)nc2-c2ccc(C3CCCCC3)cc2)cn1
8	-5	-3	104	21	102	12	-3	11	-4	Clc1ccc(-c2cn3nc4c(nc3n2)CCCC4)cc1

# Additional compounds:
No.	MEKK2mut PB1 HTS	NALP1 inh	MEKK3 PB1 HTS	PfM18AAP inh	MEKK2 WT-MEK5	IDE inh	IDE cell activ	SUMO HTRF inh	p-CIP stab down	Molecule
9	-4	16	98	2	94	2	-6	-10	9	N#Cc1c(SCC(N)=O)nc2c(c1-c1ccncc1)CCCC2
10	-13	-6	103	2	91	-2	-2	9	3	COCc1ccc(CN2CCc3c([nH]c4ccccc34)C2C(C)(C)C)o1 (stereo not given)
11	4	5	99	2	109	0	2	13	13	COc1ccc(N2CC(C(=O)Nc3nnc(SCCC4OCCO4)s3)CC2=O)cc1 (stereo not given)
12	-3	5	102	4	98	-1	1	-11	-6	CN(/N=C/c1ccc([N+](=O)[O-])o1)c1ccccc1
13	11	12	107	-13	102	1	2	16	-9	CCOC(=O)Nc1c(C(=O)OC)[nH]c2cc(OC)ccc12
14	3	27	101	4	102	-1	1	0	-2	COc1ccc(C(c2c(O)cc(C)oc2=O)c2c(O)cc(C)oc2=O)cc1
15	7	2	103	5	100	8	5	5	-3	CCS(=O)(=O)C1=NSC2=NC(=O)/C(=C\c3ccc(OS(=O)(=O)c4ccccc4)cc3)C(=N)N21
16	5	43	102	-68	117	0	2	12	-10	Cc1ccc(/C=C/C(=O)N2CCN(S(=O)(=O)c3c(C)c(C)cc(C)c3C)CC2)o1
17	-4	20	95	-1	95	-1	3	2	-2	CC(NC(=O)c1ccccc1Br)c1nnc(SCC(=O)NC2CCCCC2)n1C (stereo not given)
18	0	10	104	3	101	1	7	-4	-18	CCc1ccccc1N(CC)C(=O)C1CCN(c2ncnc3c2nc2n3CCCCC2)CC1
19	-4	12	99	-11	87	1	1	-3	-22	O=C(OCc1ccccc1Cl)c1cc([N+](=O)[O-])ccc1N1CCOCC1
20	1	-4	105	-3	103	0	6	19	0	CCOC(=O)N1CCN(S(=O)(=O)c2ccc(F)c(C(=O)Nc3cccc(C)c3C)c2)CC1
21	2	16	105	-3	103	0	3	20	-4	COC(=O)c1nn(-c2ccc(OC)cc2)c(=O)cc1Oc1ccccc1
22	-5	14	82	6	89	0	-3	13	-16	Cc1ccc(-n2c(C)nc3ncnc(-c4ccccc4)c32)cc1
23	-1	27	97	-5	102	-2	-3	-1	7	CC(OCCN1CCCC1)(c1ccc(F)cc1)c1ccc(F)cc1
24	-4	27	99	3	94	2	3	4	3	Cc1ccc(C)c(N(CC(=O)NCc2ccccc2)C(=O)c2csnn2)c1
25	/	-7	/	-8	/	0	3	23	1	Cn1nnnc1SCC(=O)N(C1CCCCC1)C1CCCCC1
26	4	36	96	0	98	2	3	-8	-8	CN(C)CCCOC(=O)CCc1ccccc1
27	-11	-6	92	3	95	2	-9	-4	13	COc1ccc(/C=N/Nc2nc3ccccc3[nH]2)c(OC)c1OC
28	7	16	106	5	108	-2	4	13	-5	CC(=O)c1ccc(-n2c(CCC(=O)O)ccc2-c2ccc(Cl)cc2)cc1
29	4	2	105	-5	105	-2	5	20	0	CCCC(C)NS(=O)(=O)c1ccc(OC)c(C)c1 (stereo not given)
30	0	14	106	51*	98	10	0	15	-15	Cc1nnc(N/N=C/c2ccc(-c3ccc(Br)cc3)o2)n1N
31	2	-23	99	-4	104	2	-2	-1	-1	CCOC(=O)COc1cc(Br)c(C2NC(=O)NC(C)=C2C(C)=O)cc1OCC (stereo not given)
32	-2	4	115	43*	105	-2	4	20	-31	O=C(/C=C/c1ccc([N+](=O)[O-])cc1)N(c1ccccn1)C1CCCCC1
33	-2	19	100	8	94	7	-3	-1	-6	COc1ccc(OCC(=O)NC(=S)Nc2ccc(N3CCOCC3)c(Cl)c2)cc1
34	-1	0	103	2	101	-3	4	42	2	CCOc1ccc(N=C2NC(=O)S/C2=C\c2ccc(OC)cc2)cc1
35	4	36	105	-10	109	3	0	1	-3	CCOC(=O)Cc1csc2nc3sc(C)c(C)c3c(=O)n12
36	-2	17	106	-3	107	6	3	9	-30	COc1cc2c(cc1NC(=O)C(C)OC(=O)/C=C/c1ccc(OC(F)F)cc1)oc1ccccc12 (stereo not given)
37	4	4	106	-2	106	-2	2	2	0	CCCCOc1ccc(CC2CCC(=O)NC2=O)cc1 (stereo not given)
38	-2	18	94	5	95	-3	5	-14	6	COc1cc(/C(C#N)=C/c2cccc3ccccc23)c([N+](=O)[O-])cc1OC
39	/	9	/	20	/	7	0	7	-9	Nc1nnc(CC(=O)N/N=C/c2cccc([N+](=O)[O-])c2)s1
40	-2	35	103	-1	101	3	-2	0	0	COC(=O)c1ccsc1NC(=O)CCc1ccccc1

# From entry 33 up to 34, copied from above:
No.	MEKK2mut PB1 HTS	NALP1 inh	MEKK3 PB1 HTS	PfM18AAP inh	MEKK2 WT-MEK5	IDE inh	IDE cell activ	SUMO HTRF inh	p-CIP stab down	Molecule
33	-2	19	100	8	94	7	-3	-1	-6	COc1ccc(OCC(=O)NC(=S)Nc2ccc(N3CCOCC3)c(Cl)c2)cc1
34	-1	0	103	2	101	-3	4	42	2	CCOc1ccc(N=C2NC(=O)S/C2=C\c2ccc(OC)cc2)cc1

# Next part
No.	MEKK2mut PB1 HTS	NALP1 inh	MEKK3 PB1 HTS	PfM18AAP inh	MEKK2 WT-MEK5	IDE inh	IDE cell activ	SUMO HTRF inh	p-CIP stab down	Molecule
41	2	25	101	0	104	-5	4	15	-2	Cc1ccccc1C(OCC(O)CN1CCC(C(N)=O)CC1)c1ccccc1 (stereo not given)
42	10	1	101	0	102	14	0	-5	-6	O=C(Nc1cccc2cccnc12)c1cccc(Cl)c1
43	0	-54	97	6	104	-4	3	31	-5	Cc1cc(C)c(NC(=O)C2CCN(c3cnccn3)CC2)c(C)c1
44	-6	-11	98	-2	91	-1	3	8	2	CCc1ccc(NC(=O)CSc2nc3ccccc3c(=O)n2CCCC(=O)N2CCCC2)cc1
45	2	11	105	-4	104	7	3	10	3	Cc1cccc(OCC(=O)Nc2ccc(C(=O)O)cc2NC(=O)COc2cccc(C)c2)c1
46	19	13	107	1	114	5	7	9	-7	Cc1ccc(C)c(NS(=O)(=O)c2cc(C(=O)N3CCCC3)ccc2Cl)c1
47	16	7	109	2	117	2	-3	-13	-3	O=Cc1c(NCCN2CCCC2)c2ccccc2[nH]c1=O
48	-5	13	95	-1	94	/	5	14	8	O=C1C(=Nc2cccc(Cl)c2)CC(c2ccc(Cl)cc2)N1c1cccc(Cl)c1 (stereo not given)
49	-1	-3	101	-3	96	4	0	23	-4	Cc1cccc(NC(=O)CSc2nncn2-c2ccccn2)c1
50	1	-3	101	1	102	0	-1	-4	-27	CN=C(Nc1ccccc1)SC1CC(=O)N(c2cccc(OC)c2)C1=O (stereo not given)
51	11	8	104	16	105	1	3	11	-4	Cc1ccc(Nc2nc(N)nc(CN3CCCCCC3)n2)c(C)c1
52	8	/	114	-9	101	3	2	20	-14	COc1ccc(C(=O)CCNc2ccc(F)cc2)cc1
53	0	-3	106	-17	99	3	0	5	4	Cc1nn(C(=O)c2nn(C)cc2[N+](=O)[O-])c(C)c1Cl
54	1	24	112	6	102	1	2	-1	3	C=CCn1c(C)c(C(C)=O)cc(NC(=O)c2ccccc2)c1=O
55	2	-5	100	3	100	3	-2	-6	-3	CCOc1ccc(C(=O)N[C@H](C(=O)Nc2ccccc2OC)C(C)C)cc1
56	4	12	104	-3	102	2	2	52*	-17	CCN(CC)Cc1c(O)ccc2c(=O)c(Oc3ccccc3OC)coc12
57	8	19	105	-4	102	8	10	4	-3	N#Cc1c(N)n[nH]c1CCCN
58	17	13	100	-8	99	9	-31	10	-7	O=C(Cn1cnc2ccccc2c1=O)Nc1cccc(-c2nnc3n2CCCCC3)c1
